Bioassay records from PubChem.
DT40 TDP1 CPT = qHTS for Inhibitors of human tyrosyl-DNA phosphodiesterase 1 (TDP1): qHTS in cells in presence of CPT; Potency, µM (highest dose often 46.2 µM), for the others: at the top dose activity change, negative = growth inhibition, usual class: inhibitors; chicken DT40 Tdp1-/-;hTDP1 cells + 20 nM CPT, ATP luminescence, 48 h; AID 686979, 2013; 420,000 compounds, 12% hits; also: nearly all actives have a fitted effect of over 55% in size
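Chicken DT40 Tdp1-/- cells complemented with human TDP1, 400 cells/well, exposed to compounds plus 20 nM camptothecin for at least 48 h at 37 C; viability read as ATP content by CellTiter-Glo luminescence.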
GCN5L2 inh = qHTS Assay for Inhibitors of GCN5L2; GCN5L2 HAT assay, ThioGlo1 CoA-SH fluorescence; Potency, µM (series often up to 58.9 µM), without a hit: top-dose activity change, negative = inhibition, usual class: inhibitors; 390,000 compounds, 0.21% hits
Target sequence (Q92830 whole entry, looked up): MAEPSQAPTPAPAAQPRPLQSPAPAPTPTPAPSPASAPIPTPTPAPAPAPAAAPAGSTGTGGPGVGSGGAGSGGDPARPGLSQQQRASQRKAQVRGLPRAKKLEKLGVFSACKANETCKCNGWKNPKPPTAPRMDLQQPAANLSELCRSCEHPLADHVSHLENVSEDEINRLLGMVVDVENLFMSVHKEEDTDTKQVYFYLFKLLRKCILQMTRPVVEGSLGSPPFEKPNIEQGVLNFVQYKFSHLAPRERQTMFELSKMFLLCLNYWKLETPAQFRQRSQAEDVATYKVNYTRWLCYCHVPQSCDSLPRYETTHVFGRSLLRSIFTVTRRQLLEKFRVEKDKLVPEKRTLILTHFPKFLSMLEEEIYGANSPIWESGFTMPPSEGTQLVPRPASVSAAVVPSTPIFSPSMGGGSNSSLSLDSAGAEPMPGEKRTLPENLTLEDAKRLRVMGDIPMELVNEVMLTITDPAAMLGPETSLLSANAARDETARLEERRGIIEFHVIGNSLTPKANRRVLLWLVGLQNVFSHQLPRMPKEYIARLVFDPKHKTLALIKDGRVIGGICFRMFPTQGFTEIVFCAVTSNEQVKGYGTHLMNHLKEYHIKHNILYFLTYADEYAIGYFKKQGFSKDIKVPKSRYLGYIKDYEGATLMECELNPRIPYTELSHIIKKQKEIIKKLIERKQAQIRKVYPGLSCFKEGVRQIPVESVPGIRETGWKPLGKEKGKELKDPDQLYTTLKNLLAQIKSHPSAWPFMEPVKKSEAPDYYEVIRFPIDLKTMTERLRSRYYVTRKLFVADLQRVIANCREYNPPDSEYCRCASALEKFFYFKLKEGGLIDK
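Fluorescence readout, Ex340nm/Em540nm: ThioGlo1 (50uM final) reacts with free CoA thiol released as 20nM GCN5L2 acetylates H3(1-25) peptide (75uM) using acetyl-CoA (70uM). Compound and enzyme sat 15 min beforehand; 20 min room-temperature reaction.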
DT40 TDP1 no CPT = qHTS for Inhibitors of human tyrosyl-DNA phosphodiesterase 1 (TDP1): qHTS in cells in absence of CPT; DT40 Tdp1-/- hTDP1 cells, no CPT, ATP luminescence, 48 h; Potency, µM (titrated, usually from 46.2 µM), for the others: top-dose activity change, negative = growth inhibition, hits mostly inhibitors; 420,000 compounds, 15% hits; AID 686978, 2013; also: nearly all actives have a fitted effect of over 55% in size
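Stably hTDP1-transfected Tdp1-null chicken DT40 cells were treated with library compounds minus camptothecin and grown for at least 48 hr at 37 °C, after which cellular ATP was quantified by luminescence.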
* hit, by the source's call; ? = inconclusive; / = no result given; & = joins results of further samples; [ ] = another dose, or the depositor's remark. Calls follow the shape of the dose curve; as a rule, active = well fitted curve in the direction sought with a large enough effect; inconclusive = small, poorly fitted or top-dose-only effect, or another doubt; inactive = no such curve, though single readings can be large; an effect the other way counts as inactive or inconclusive. % is scaled to controls: 0 for no effect and ±100 for the full control effect; potency is read from the fitted curve at half-maximal effect.

SMILES | DT40 TDP1 CPT | GCN5L2 inh | DT40 TDP1 no CPT
C=CCn1c(SCC(=O)c2ccc(CNC(C)=O)o2)nc2scc(C3CC3)c2c1=O | ? | -16% | ?
O=C(COC(=O)c1cccc(NC(=O)c2ccc(Br)cc2)c1)c1ccc(Cl)cc1 | ? | -2% | ?
CSCC[C@H](NC(=O)N1C[C@H]2C[C@@H](C1)c1cccc(=O)n1C2)C(=O)Nc1ccc(NC(C)=O)cc1 | -7% | -8% | -5%
Cc1ccc(-c2nc3cnccn3c2Nc2ccc3c(c2)OCCO3)o1 | ? | -8% | -17%
Cc1ccccc1N1CCN(S(=O)(=O)N(C)C)CC1 | -2% | -4% | -2%
CCOC(=O)CCCNC(=O)CN1C(=O)NC(c2ccccc2)(c2ccccc2)C1=O | 1% | -20% | -9%
COc1ccccc1N1CCN(S(=O)(=O)c2ccc3c(c2)CCCN3C(C)=O)CC1 | ? | -14% | ?
COCc1ccc(CN2CCC(n3nccc3NC(=O)c3ccc4c(c3)OCO4)CC2)o1 | ? | / | -29%
CCCCNc1nnc(Cc2ccc(Cl)cc2)c(=O)[nH]1 | -29% | -4% | -12%
CCN(CC)S(=O)(=O)c1ccc(C(=O)NC2=NCCS2)cc1 | -14% | 0% | ?
CN1CCC(=NNC(=O)C(=O)NC(C)(C)C)CC1 | -2% | -7% | 0%
Cc1nc(SCC(=O)N2CCCCCC2)c2c(=O)n(C)c(=O)n(CC(C)C)c2n1 | ? | / | 13µM*
COc1ccc2[nH]c(=O)c(CN(Cc3nnnn3Cc3ccccc3)CC3CCCO3)cc2c1 (centres undefined) | 12µM* | -2% | ?
O=C(Nc1nnc([C@@H]2C[C@H](O)[C@@H](CO)O2)s1)Nc1ccccc1F | -4% | / | 0%
COc1ccc(CNC(=O)CS(=O)Cc2nc(-c3ccc(OC)c(OC)c3)oc2C)cc1 (centres undefined) | ? | -7%&-2% | ?
CC1=NN(C(=O)c2ccccc2)C(O)(c2ccc(Br)cc2)C1 (centres undefined) | 5.8µM* | -1% | ?
CCC(=O)N1c2ccc(S(=O)(=O)CCC(=O)NCc3ccc(OC)cc3)cc2CC1C (centres undefined) | ? | -11% | ?
Cc1cccc(NC(=O)C2CCN(C(=O)NC3CCCCC3)CC2)c1 | 3% | -2% | -3%
COc1ccccc1Cc1c(-c2ccccc2)nc2ccc(Br)cn12 | 15µM* | / | 13µM*
Cc1ccc(C)c(NC(=O)Cn2c(=O)n(Cc3ccc4c(c3)OCO4)c(=O)c3ccccc32)c1 | ? | -3% | -19%

Structural class: the compounds so far with a furan ring, fused or not.
SMILES | DT40 TDP1 CPT | GCN5L2 inh | DT40 TDP1 no CPT
C=CCn1c(SCC(=O)c2ccc(CNC(C)=O)o2)nc2scc(C3CC3)c2c1=O | ? | -16% | ?
Cc1ccc(-c2nc3cnccn3c2Nc2ccc3c(c2)OCCO3)o1 | ? | -8% | -17%
COCc1ccc(CN2CCC(n3nccc3NC(=O)c3ccc4c(c3)OCO4)CC2)o1 | ? | / | -29%

Entries shown so far containing a Cl atom:
SMILES | DT40 TDP1 CPT | GCN5L2 inh | DT40 TDP1 no CPT
O=C(COC(=O)c1cccc(NC(=O)c2ccc(Br)cc2)c1)c1ccc(Cl)cc1 | ? | -2% | ?
CCCCNc1nnc(Cc2ccc(Cl)cc2)c(=O)[nH]1 | -29% | -4% | -12%

The listing continues:
SMILES | DT40 TDP1 CPT | GCN5L2 inh | DT40 TDP1 no CPT
CC(=O)N(C)c1ccc(NC(=O)/C=C/c2ccccc2Cl)cc1 | ? | -7% | 13µM*
CSc1nc(-c2ccc(N(C)C)cc2)c(C#N)c(=O)n1C | -18% | -4% | ?
COC(=O)c1ccc(CSc2nnc(CS(=O)Cc3ccc(Br)cc3)n2-c2ccccc2)cc1 (centres undefined) | 7.3µM* | -8% | 13µM*
CN1CCN(S(=O)(=O)Cc2ccc(Cl)cc2)CC1 | -24% | -5% | -2%
O=C(NCCc1ccccc1)[C@@H]1CC=C[C@@H]2CCN(Cc3ccccc3)C(=O)[C@@H]21 | ? | / | ?
O=c1cc(N2CCc3ccccc32)[nH]c(=O)n1-c1ccc(Cl)cc1 | -26% | -2% | ?
COc1ccc(-c2nnc(SCC(=O)Oc3ccc(C)cc3)o2)cc1 | -3% | 1% | -7%
O=C(Cn1c(-c2cccs2)cc2cc(F)ccc21)N1CCN(c2cccc(Cl)c2)CC1 | -6% | -8% | -15%
Cc1ccc2oc(=O)n(CCNC(=O)Nc3ccc(C)c(F)c3)c2c1 | ? | -8% | 23µM*
COc1cccc(-c2oc3ccc(C)cc3c(=O)c2O)c1 | 21µM* | -18% | 13µM*
CS(=O)(=O)N1CCc2cc(C(=O)OCC(=O)c3ccccc3)ccc21 | -3% | -4%[0.501 µM] | -4%
N#CCCN1CCN(CCC#N)CC1 | 0% | -5% | 12%
CC(C)(C)c1ccc(OC(=O)c2cccnc2)cc1 | -14% | -6% | -14%
CC(C)(C)OC(=O)C1=CC[C@@H](c2ccc(Cl)c(Cl)c2)N(S(=O)(=O)c2ccc(F)cc2)[C@H]1c1cccc(F)c1 | ? | / | 15µM*
O=[N+]([O-])c1ccccc1Nc1nc(-c2cccnc2)cs1 | ? | -25% | ?
COc1cc(C)c(C)cc1S(=O)(=O)N1CCCc2ccccc21 | 16µM* | -11% | 16µM*
COc1ccc(OC)c(CCNC(=O)Cn2nc(C)n3c(cc4sccc43)c2=O)c1 | -2% | 0% | -10%
NC(=O)CCn1nc(-c2ccccc2)c2ccccc2c1=O | -7% | -5% | -22%
COc1ccc(N2CC(C(=O)NC3CCSC3=O)CC2=O)cc1 (centres undefined) | -7% | 1% | 0%
COc1ccccc1CN1CCC2(CC1)CCN(C(C)=O)CC2 | 14% | -9% | 26%
CC(C)OCCCNC(=O)CN1C(=O)/C(=C/c2ccccc2)Sc2ccccc21 | ? | 0% | ?
COc1ccc(C(=O)CSc2nc3cc(C(=O)NC4CCCC4)ccc3c(=O)n2CC2CCCO2)cc1 (centres undefined) | ? | -4% | ?
Cc1cccc(OCC(=O)Nc2cccc3nsnc23)c1 | -13% | -5% | -2%
COc1cccc([C@@H]2CC=C(C(=O)O)[C@H](c3ccc(Br)cc3)N2S(=O)(=O)c2ccc(C)cc2)c1 | 0% | -10% | -7%
O=S(=O)(c1cc(F)ccc1F)N1CCN(c2ncccn2)CC1 | ? | -2% | 8%
N#Cc1c(C(F)(F)F)cc(-c2ccccc2)nc1SCc1nc(N)nc(N2CCOCC2)n1 | -20% | 3% | ?
CCOC(=O)N1CCN(c2c(NCCCN(CC)CC)c(=O)c2=O)CC1 | -2% | -8% | -7%
CC(C)(C)n1nc2c(c1NC(=O)c1cc3ccccc3o1)CS(=O)(=O)C2 | 1% | -4% | -13%
Cc1cc(C)c(C)c(S(=O)(=O)N2CCC(C(=O)N3CCCC3)CC2)c1C | -13% | -5% | -21%
O=C(c1cnn2c(C(F)(F)F)cc(-c3ccco3)nc12)N1CCCc2ccccc21 | 3% | -3% | -10%
Cc1ccc2cc(C#N)c(SCc3nnc(-c4ccccc4[N+](=O)[O-])o3)nc2c1 | ? | 0% | 21µM*
CC(C)(C)c1ccc(OCCOc2ccc(C(C)(C)C)cc2NC=O)c(NC=O)c1 | 21µM* | -26% | 21µM*
CCc1ccc2ncc(S(=O)(=O)c3ccc(C)c(C)c3)c(N3CCCC3)c2c1 | 23µM* | -12% | 15µM*
COc1ccccc1N1CCN(c2cc(C)nc3nc(-c4ccc(Cl)cc4)nn23)CC1 | -19% | -9% | ?
COc1ccccc1OCCCC(=O)Nc1ccc([N+](=O)[O-])cc1Br | 7% | 2% | -5%
CCCCOC(=O)C1=C(C)Nc2ncnn2C1c1cc(OC)c(OC)cc1OC (centres undefined) | 0% | -1% | -22%
COc1cc(NC(=O)Nc2cccn3nc(COCCO)nc23)cc(OC)c1OC | 2% | / | -21%
CCOC(=O)[C@H]1[C@H]2COc3ccc(OC)cc3[C@@H]2N2C(=O)CN(C)C(=O)[C@@]12C | -8% | -2% | -19%
COc1cccc2sc(N(CCCN(C)C)C(=O)COc3ccc(Cl)cc3)nc12 | ? | -8% | ?
COCCNc1nc(=S)[nH]c2cc(OC)c(OC)cc12 | -19% | -9% | 1%
C[C@H](CO)N1C[C@H](C)[C@@H](CN(C)S(=O)(=O)c2ccc(Oc3ccccc3)nc2)OCc2cn(nn2)CCCC1=O | 12% | / | -7%
COc1ccc2[nH]c(=O)c(CN(C(C)=O)c3ccc(C)c(C)c3)cc2c1 | -25% | -12% | ?
N#C/C(=C\c1cc(Br)c(O)c(Br)c1)c1nc2ccccc2c(=O)[nH]1 | ? | -3% | ?
CC(Sc1nnc2ccccn12)C(=O)Nc1ccc(N2CCOCC2)cc1 (centres undefined) | -18% | -1% | -14%
CN(C)c1ccc(N/C=C/C(=O)C(C)(C)C)cc1 | 18µM* | -6% | ?
CCCCNC(=O)C1(C)CCCCN1C(=O)c1ccc(F)c(C)c1 (centres undefined) | ? | / | ?
CCCCN(CC)C(=O)CSc1nc2n[nH]c(C)c2c(=N)n1-c1ccc(CC)cc1 | 10µM* | -12% | 5.2µM*
CC(=O)Nc1cccc(-c2ccnc3c2CC(C)(C(=O)Nc2ccc(Cl)c(C(F)(F)F)c2)O3)c1 (centres undefined) | 10µM* | / | 13µM*
O=C(NCc1ccon1)C1CCC(=O)N(CCc2cccc(F)c2)C1 (centres undefined) | 1% | -13% | 2%
CN(C)CCNc1c(N)c(=O)oc2ccccc12 | ? | -1% | ?
Cc1ccc(S(=O)(=O)CC(=O)c2ccccc2[N+](=O)[O-])cc1 | -1% | -5% | -7%
Cc1nc2ccccc2n1-c1nc(-c2ccco2)cc(C(F)(F)F)n1 | 3.7µM* | -9% | 2.9µM*
Cc1ccc(S(=O)(=O)N(C)C)cc1NC(=O)COC(=O)COc1ccc2c(c1)CCC2 | -6% | -7% | -6%

Reformatted field by field: part of the list above.
SMILES: CC(=O)Nc1cccc(-c2ccnc3c2CC(C)(C(=O)Nc2ccc(Cl)c(C(F)(F)F)c2)O3)c1 (centres undefined)
  DT40 TDP1 CPT: 10µM*	GCN5L2 inh: /	DT40 TDP1 no CPT: 13µM*
SMILES: O=C(NCc1ccon1)C1CCC(=O)N(CCc2cccc(F)c2)C1 (centres undefined)
  DT40 TDP1 CPT: 1%	GCN5L2 inh: -13%	DT40 TDP1 no CPT: 2%
SMILES: CN(C)CCNc1c(N)c(=O)oc2ccccc12
  DT40 TDP1 CPT: ?	GCN5L2 inh: -1%	DT40 TDP1 no CPT: ?
SMILES: Cc1ccc(S(=O)(=O)CC(=O)c2ccccc2[N+](=O)[O-])cc1
  DT40 TDP1 CPT: -1%	GCN5L2 inh: -5%	DT40 TDP1 no CPT: -7%

Grouped by structure: the entries above with a tert-butyl group (6)
SMILES | DT40 TDP1 CPT | GCN5L2 inh | DT40 TDP1 no CPT
CN1CCC(=NNC(=O)C(=O)NC(C)(C)C)CC1 | -2% | -7% | 0%
CC(C)(C)c1ccc(OC(=O)c2cccnc2)cc1 | -14% | -6% | -14%
CC(C)(C)OC(=O)C1=CC[C@@H](c2ccc(Cl)c(Cl)c2)N(S(=O)(=O)c2ccc(F)cc2)[C@H]1c1cccc(F)c1 | ? | / | 15µM*
CC(C)(C)n1nc2c(c1NC(=O)c1cc3ccccc3o1)CS(=O)(=O)C2 | 1% | -4% | -13%
CC(C)(C)c1ccc(OCCOc2ccc(C(C)(C)C)cc2NC=O)c(NC=O)c1 | 21µM* | -26% | 21µM*
CN(C)c1ccc(N/C=C/C(=O)C(C)(C)C)cc1 | 18µM* | -6% | ?
